# JMJD2A Tudor: inhibitors of human JMJD2A Tudor domain; Potency, µM (top dose mostly 114 µM), for the others: top-dose activity change, negative = inhibition, most hits filed as inhibitors; AID 504339; AlphaScreen JMJD2A-Tudor / H3K4me3 peptide binding; O75164; 390,000 compounds, 4.4% hits; further: on the % scale 0 is the no-effect control and ±100 the full control effect; nearly all actives have a fitted effect of over 50% in size
# POLI inh: DNA polymerase iota (human) inhibition | Potency, µM (top dose mostly 115 µM), for the others: top-dose activity, negative = inhibition, actives largely listed as inhibitors | Pol iota fluorescent replication assay, 10 min | AID 588590 | 390,000 compounds, 1% hits
#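 Fluorescent replication assay read twice, at 0 min and 10 min after adding 50 nM (final) substrate. Enzyme (10 nM) and compounds were first incubated 15 min at room temperature; enzyme-free buffer wells were negative controls.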
# BAZ2B block: BAZ2B (human) inhibition. Q9UIF8. AlphaScreen BAZ2B-H3K14Ac peptide displacement. Potency, µM (series often up to 114 µM), inactives show top-dose activity change, negative = inhibition, actives largely listed as inhibitors. 360,000 compounds, 4.4% hits. AID 504333; further: on the % scale 0 is the no-effect control and ±100 the full control effect; nearly all actives have a fitted effect of over 60% in size
#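 AlphaScreen luminescence quantifies BAZ2B engagement of H3K14Ac peptide; the protein and biotinylated peptide are both at 50 nM final, buffer PBS pH 7.4 with 0.01% Tween-20, all steps at room temperature.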
# Pol kappa inh: DNA polymerase kappa (human) inhibition. purified Pol kappa, fluorescent DNA synthesis assay, 10 min. AID 588579. Potency, µM (highest dose often 107 µM), for inactives: top-dose activity, negative = inhibition, actives largely listed as inhibitors. 400,000 compounds, 0.53% hits; further: on the % scale 0 is the no-effect control and ±100 the full control effect
#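 Enzyme at 10 nM met test compounds for 15 min at room temperature. Substrate addition (50 nM final) began the reaction, which was monitored by fluorescence at 0 and 10 min.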
# POLH inh: DNA polymerase eta (human) inhibition | Q9Y253 | recombinant Pol eta, fluorescent DNA replication assay | Potency, µM (highest dose often 114 µM), inactives show at the highest dose activity change, negative = inhibition, usual class: inhibitors | 390,000 compounds, 1.2% hits; further: on the % scale 0 is the no-effect control and ±100 the full control effect
#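 Fluorescent replication assay: 50 nM final substrate added after a 15 min room-temperature compound preincubation with 10 nM enzyme. Signal taken at 0 min and again at 10 min.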
# APE1 inh: inhibitors of human APE1 endonuclease. P27695. recombinant APE1, TAMRA/BHQ-2 abasic DNA cleavage fluorescence. Potency, µM (titrated, usually from 65.8 µM), without a hit: top-dose activity change, negative = inhibition, usual class: inhibitors. 350,000 compounds, 0.35% hits. AID 2517;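 further: plate controls were vehicle for no effect and reference inhibitor for full effect; nearly all actives have a fitted effect of over 55% in size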
#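 Compound pre-exposure to 0.75 nM APE1, 15 min at ambient temperature. Reaction initiated with 50 nM TAMRA/BHQ-2 THF substrate, read immediately in kinetic mode, 525 nm excitation, 598 nm emission.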
# Pol beta inh: blocks human DNA polymerase beta activity | P06746 | Pol beta primer extension/strand displacement, fluorescence kinetic | Potency, µM (titrated, usually from 114 µM), inactives show at the highest dose activity change, negative = inhibition, hits mostly inhibitors | 340,000 compounds, 1.3% hits | AID 485314; further: on the % scale 0 is the no-effect control and ±100 the full control effect
#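 10 nM enzyme + cpd, 15 min RT; start with substrate 50 nM final; read 0 min and after 10 min RT. Corrected, normalized data; 4-parameter Hill curve fit.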
# BLM helicase inh: Bloom syndrome helicase (human) inhibition; P54132; recombinant BLM DNA unwinding, fluorescence dequenching; Potency, µM (highest dose often 56.1 µM), without a hit: top-dose activity change, negative = inhibition, actives largely listed as inhibitors; 350,000 compounds, 0.2% hits; AID 2528;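 further: plate controls were vehicle for no effect and no enzyme for full effect; nearly all actives have a fitted effect of over 35% in size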
# Target sequence (P54132 whole entry, looked up): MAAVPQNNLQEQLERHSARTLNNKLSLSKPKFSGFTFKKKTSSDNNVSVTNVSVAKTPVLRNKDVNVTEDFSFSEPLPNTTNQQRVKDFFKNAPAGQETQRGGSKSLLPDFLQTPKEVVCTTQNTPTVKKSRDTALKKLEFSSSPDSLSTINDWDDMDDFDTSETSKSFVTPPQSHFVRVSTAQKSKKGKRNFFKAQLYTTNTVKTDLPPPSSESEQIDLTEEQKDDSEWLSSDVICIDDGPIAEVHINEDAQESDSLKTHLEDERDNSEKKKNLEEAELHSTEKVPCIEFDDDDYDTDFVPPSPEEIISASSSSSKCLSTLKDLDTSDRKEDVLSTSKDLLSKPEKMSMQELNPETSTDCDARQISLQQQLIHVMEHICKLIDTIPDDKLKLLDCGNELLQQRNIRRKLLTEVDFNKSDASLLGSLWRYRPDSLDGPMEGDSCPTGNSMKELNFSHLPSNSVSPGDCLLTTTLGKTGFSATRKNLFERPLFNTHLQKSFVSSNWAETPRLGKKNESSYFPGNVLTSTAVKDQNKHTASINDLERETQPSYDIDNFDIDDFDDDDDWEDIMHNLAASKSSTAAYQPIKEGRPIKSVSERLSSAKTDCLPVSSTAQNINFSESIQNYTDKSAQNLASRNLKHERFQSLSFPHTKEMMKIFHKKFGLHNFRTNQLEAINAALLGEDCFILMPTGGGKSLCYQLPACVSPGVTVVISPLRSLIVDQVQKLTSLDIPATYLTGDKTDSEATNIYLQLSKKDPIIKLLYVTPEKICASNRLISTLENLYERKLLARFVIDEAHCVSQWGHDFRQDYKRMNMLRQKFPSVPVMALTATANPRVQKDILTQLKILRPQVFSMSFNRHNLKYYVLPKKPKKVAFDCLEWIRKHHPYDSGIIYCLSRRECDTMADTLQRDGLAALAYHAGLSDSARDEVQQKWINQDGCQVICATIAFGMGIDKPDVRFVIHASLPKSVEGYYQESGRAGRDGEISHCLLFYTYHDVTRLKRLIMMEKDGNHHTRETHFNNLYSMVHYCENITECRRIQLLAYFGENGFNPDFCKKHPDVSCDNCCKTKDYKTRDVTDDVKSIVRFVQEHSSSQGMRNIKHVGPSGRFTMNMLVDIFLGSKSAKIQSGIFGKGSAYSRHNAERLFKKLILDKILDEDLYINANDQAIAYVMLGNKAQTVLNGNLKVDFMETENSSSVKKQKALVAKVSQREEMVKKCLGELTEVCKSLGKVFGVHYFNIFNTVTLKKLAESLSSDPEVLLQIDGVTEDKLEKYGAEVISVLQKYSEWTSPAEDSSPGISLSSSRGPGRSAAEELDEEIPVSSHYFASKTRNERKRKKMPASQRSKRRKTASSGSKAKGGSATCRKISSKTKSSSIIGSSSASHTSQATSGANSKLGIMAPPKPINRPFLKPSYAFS
# G9a inh: blocks human histone lysine methyltransferase G9a. G9a H3K9 monomethylation, AlphaScreen, 2 h. Potency, µM (series often up to 102 µM), for the others: top-dose activity, negative = inhibition, most hits filed as inhibitors. 350,000 compounds, 8.8% hits. AID 504332; further: on the % scale 0 is the no-effect control and ±100 the full control effect; nearly all actives have a fitted effect of over 75% in size
#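 G9a (20 nM) was preincubated 15 min with compound, then reacted 2 h at room temperature with 500 nM biotin-H3K9 peptide and 20 µM SAM. Monomethyl-H3K9 detected by AlphaScreen using anti-H3K9me1 antibody.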
# * marks the source's active call; other numbers are inactive results; ? = inconclusive; . = not tested or not shown; & = joins results of further samples; [ ] = dose if it differs, or a comment. The call rests on the fitted dose curve; in most records, active means well fitted curve in the direction sought with a large enough effect; inconclusive means small, poorly fitted or top-dose-only effect, or another doubt; inactive means no such curve, though single readings can be large; an effect the other way counts as inactive or inconclusive. Potency means the concentration at half of the fitted maximal effect. The list is partial. The share of hits here may be higher or lower than overall.
SMILES,JMJD2A Tudor,POLI inh,BAZ2B block,Pol kappa inh,POLH inh,APE1 inh,Pol beta inh,BLM helicase inh,G9a inh
Cc1ccc2nc(-c3ccc(NC(=S)NC(=O)C(C)C)cc3)sc2c1,-10%,10%,5%,-5%,-6%,3%,-12%,-4%,5%[2.33 µM]
COc1ccc(OC)c(S(=O)(=O)NCc2cccn2Cc2cccc(C)c2)c1,-29%,1%,?,-7%[60.1 µM],-11%,.,15%,-6%,9%[12.7 µM]
CCn1c(=O)c(=O)n(CC)c2cc(S(=O)(=O)Nc3cc(C)ccc3C)ccc21,6%,-18%,-8%,-9%,-13%,37%,13%,0%,23%
O=C(Nc1nnc(-c2ccncc2)s1)Nc1ccccc1F,-34%,10%,-35%,-5%,-28%,-7%,-1%,-23%,-10%
CC/C=C\C/C=C\C/C=C\C/C=C\C/C=C\CCCCCC(=O)O,.,.,.,-4%[19.4 µM],.,-9%&-5%,.,6%,?
CCCCn1cc([N+](=O)[O-])nc1C,1%,45%[activator],-3%,4%,3%,?,3%,3%,3%
CSc1ccccc1OCc1cc(C(=O)N(C)Cc2nonc2C)no1,-5%,3%,-1%,-12%,-12%,44%[activator],14%,-12%,14%
COc1cccc(N(CC(=O)N2CCC(C)CC2)S(=O)(=O)c2ccc(C)cc2)c1,-24%,62%[activator],-1%,-12%,-8%,.,-22%,-2%,-20%[59 µM]
CC(=O)c1c(C)[nH]c(C(=O)OCc2cc(-c3ccco3)on2)c1C,-12%,35%[activator],.,-6%,-11%,11%,.,.,.
O=C(CCn1c(=O)c2sccc2n(Cc2ccc(F)cc2Cl)c1=O)NCc1ccc2c(c1)OCO2,3%,24%,3%,13%,-8%,.,26%,-2%,2%[59 µM]
O=C(CNS(=O)(=O)c1cccs1)N1CCN(c2ccccc2F)CC1,0%&-14%,94%&27%[activator],0%&3%,10%&5%,-13%&-13%,67%[activator],7%&-1%,-4%&-2%,13%
O=C(O)CSc1c(-c2ccccc2)[nH]c2ccccc12,-7%,40%[activator],-7%,-4%,-3%,?,9%,-3%,-1%[59 µM]
Cc1cc(C(=O)CN2C(=O)c3ccccc3S2(=O)=O)c(C)n1-c1ccccc1,-31%,10%,-32%,-14%,-5%,0%,-19%,-6%,-10%[12.7 µM]
O=C(COc1ccc(C(F)(F)F)cc1[N+](=O)[O-])Nc1cccc(C(F)(F)F)c1,5%,167%[activator],-1%,-1%,-10%,4%,22%,0%,-6%
CCOC(=O)c1ccc(NS(=O)(=O)CC)cc1,-3%,24%,10%,-2%,-5%,10%,24%,4%,10%[12.7 µM]
COc1ccc(NC(=O)N(Cc2ccc3c(c2)OCO3)C2CC(=O)N(c3ccc(OC)cc3)C2=O)cc1 (stereo unspecified),2%,-3%[58.9 µM],0%,-8%,0%,4%,1%,-3%,2%[12.7 µM]
O=C(CS(=O)c1cccc(Cl)c1)Nc1ccccc1Cl (stereo unspecified),-17%,-1%,8%,5%,-12%,-3%,23%,0%,7%
CC1CN(C(=S)Nc2cccc(Cl)c2Cl)CC(C)O1 (stereo unspecified),6%,21%,6%,6%,-15%,15%,4%,-3%,21%
O=C(CCn1nnc(-c2cccs2)n1)NC1CCCCC1,-2%,32%[activator],7%,-2%,-8%,14%,-1%,0%,-3%[2.33 µM]
CC1CCN(S(=O)(=O)c2ccc(C(C)C)cc2)CC1,60%[activator],-1%,-2%,-18%,-3%,4%,0%,-1%,5%
CC1CCN(c2ccc([N+](=O)[O-])cc2C(=O)O)CC1,-13%,4%,1%,-2%,-5%,6%,19%,0%,6%[59 µM]
CCCSc1ccc2nc(-c3ccccc3)cn2c1,?,-12%,-6%,-28%,-12%,1%,0%,0%,1%[59 µM]
Cc1ccc(OCCSc2nnc(-c3cccs3)o2)cc1,216%[activator],7%,349%[activator],2%,-10%,.,25%,-3%,248%[activator][59 µM]
CCOC(=O)c1sc(NC(=O)Cc2ccc(C)cc2)nc1C,-8%,-6%,-13%,-7%,-9%,-2%,0%,-7%,-5%
O=c1[nH]cnc2c1cnn2Cc1ccccc1,-2%,31%[activator],1%,-2%,-13%,-4%,2%,-20%,2%

# Retrieved by structure from the list above, 6 records:
SMILES,JMJD2A Tudor,POLI inh,BAZ2B block,Pol kappa inh,POLH inh,APE1 inh,Pol beta inh,BLM helicase inh,G9a inh
CCCCn1cc([N+](=O)[O-])nc1C,1%,45%[activator],-3%,4%,3%,?,3%,3%,3%
CC/C=C\C/C=C\C/C=C\C/C=C\C/C=C\CCCCCC(=O)O,.,.,.,-4%[19.4 µM],.,-9%&-5%,.,6%,?
CC1CCN(S(=O)(=O)c2ccc(C(C)C)cc2)CC1,60%[activator],-1%,-2%,-18%,-3%,4%,0%,-1%,5%
COc1ccc(NC(=O)N(Cc2ccc3c(c2)OCO3)C2CC(=O)N(c3ccc(OC)cc3)C2=O)cc1 (stereo unspecified),2%,-3%[58.9 µM],0%,-8%,0%,4%,1%,-3%,2%[12.7 µM]
O=c1[nH]cnc2c1cnn2Cc1ccccc1,-2%,31%[activator],1%,-2%,-13%,-4%,2%,-20%,2%
O=C(CNS(=O)(=O)c1cccs1)N1CCN(c2ccccc2F)CC1,0%&-14%,94%&27%[activator],0%&3%,10%&5%,-13%&-13%,67%[activator],7%&-1%,-4%&-2%,13%

# New compounds follow:
SMILES,JMJD2A Tudor,POLI inh,BAZ2B block,Pol kappa inh,POLH inh,APE1 inh,Pol beta inh,BLM helicase inh,G9a inh
CCC(CC)NC(=O)c1cc2c(C)nn(Cc3ccccc3Cl)c2s1,-21%,-8%,8%,4%,-14%,-4%,0%,-11%,-12%[59 µM]
COc1ccc(S(=O)(=O)NCCc2sc(-c3ccccc3)nc2C)cc1OC,-7%,4%,-1%,-3%[60.1 µM],-13%,.,33%,2%,-4%[59 µM]
COc1ccc(S(=O)(=O)NC(C)C(=O)Nc2ccc3c(c2)OCO3)cc1OC (stereo unspecified),-16%,23%,-21%,-9%,-3%,14%,19%,0%,20%
CCOc1cc(C2c3c(oc4ccccc4c3=O)C(=O)N2c2ccccn2)ccc1O (stereo unspecified),2%,5%,5%,6%,-12%,.,-12%,-13%,7%[59 µM]
CCc1cc2cc(C)cc(C)c2nc1SCC(=O)N1CCN(C(=O)c2ccco2)CC1,?,6%,-10%,-12%,-13%,12%,0%,-5%,5%[59 µM]
Cc1ccccc1OCC(=O)Nc1ccc(-c2nc3cc(Cl)cc(Cl)c3o2)cc1,-17%,0%,?,-5%,-17%,.,-25%,-6%,-32%[59 µM]
FC(F)(F)c1cnc2c(c1)Nc1ccccc1S2,-15%,-4%,9%,1%,-8%,-4%,7%,0%,-3%
Cc1ccc(CN2CC(C(=O)Nc3ccncc3)CC2=O)cc1 (stereo unspecified),0%,3%,1%,7%,7%,-7%,48%,1%,.
C(=N\n1cnnc1)/c1cccc(Oc2ccccc2)c1,-8%,4%,-10%,-15%,-2%,-2%,2%,-3%,13%[59 µM]
O=C(CCN1CCc2ccccc2C1)Nc1cccc(F)c1,-18%[57.1 µM],16%,-1%,-4%,-9%,4%,7%,-3%,-28%[12.7 µM]
CCOC(=O)Cn1c(SC)nc2sc3c(c2c1=O)CC(C)(C)OC3,-4%,-3%,2%,-20%,1%,7%,-2%,1%,8%[59 µM]
Cc1ccc(CN2CCCN(Cc3ccc(F)cc3Cl)S2(=O)=O)cc1,84%[activator],16%,55%[activator],-1%,-23%,24%,-12%,-9%,158%[activator]
COc1ccc(/C=C/C(=O)Oc2cccc(/C=N/NC(=O)c3cccc(F)c3)c2)cc1,14%[57.1 µM],-9%,-1%,1%,-12%,-5%,14%,-7%,6%
O=C(CN1CCN(Cc2ccccc2Cl)CC1)N/N=C/C=C/c1ccco1,-36%,26%,-33%,2%,-8%,-1%,31%,-5%,?
CCCCn1c(N)c(N(CC(C)C)C(=O)c2c(-c3ccccc3)noc2C)c(=O)[nH]c1=O,-26%,-3%,-7%,-18%,-17%,-6%,.,.,23%[59 µM]
CCc1cccc(N2C(=O)N(CC(=O)NCc3cccc(OC)c3OC)c3ccccc3S2(=O)=O)c1,-16%,20%,-10%,-11%[60.1 µM],-14%,.,4%,-1%,1%[59 µM]
CC1CC(C)CN(C(=O)CN2C(=O)NC(C)(C)C2=O)C1 (stereo unspecified),-14%,37%[activator],-5%,2%,3%,5%,.,.,-7%
CN(C)S(=O)(=O)N(CC(=O)Nc1ccc(Br)cc1F)c1ccccc1,12%,-19%,14%,-15%,-5%,.,5%,-7%,-2%[59 µM]
Cc1ccc(-c2noc(CN(C(=O)COc3cc(C)cc(C)c3C)C(C)C)n2)cc1,8%,12%,4%,1%,-19%,.,53%,-12%,27%[59 µM]
COCCNC(=O)C1CC(=O)N(CCc2ccccc2)C1 (stereo unspecified),-6%,-10%,-2%,11%,-11%,22%,34%,-1%,2%[59 µM]
Cc1ccc(N(Cc2cc(=O)[nH]c3ccccc23)C(=O)CCl)c(C)c1,-35%,-20%,-26%,-21%,?,58%,-22%,-5%,50µM*
CSc1ccc(COC(=O)c2cc([N+](=O)[O-])ccc2N2CCOCC2)cc1,?,6%,-30%,-1%,-10%,34%,.,.,45µM*
COc1cccc(/C=C/C(=O)c2ccc(C)c([N+](=O)[O-])c2)c1,-12%,100%[activator],-28%,-13%,-19%,6%,14%,-29%,?

# Some of these compounds in order of molecular weight, smallest number first.
SMILES,JMJD2A Tudor,POLI inh,BAZ2B block,Pol kappa inh,POLH inh,APE1 inh,Pol beta inh,BLM helicase inh,G9a inh
FC(F)(F)c1cnc2c(c1)Nc1ccccc1S2,-15%,-4%,9%,1%,-8%,-4%,7%,0%,-3%
CCC(CC)NC(=O)c1cc2c(C)nn(Cc3ccccc3Cl)c2s1,-21%,-8%,8%,4%,-14%,-4%,0%,-11%,-12%[59 µM]
COc1ccc(/C=C/C(=O)Oc2cccc(/C=N/NC(=O)c3cccc(F)c3)c2)cc1,14%[57.1 µM],-9%,-1%,1%,-12%,-5%,14%,-7%,6%
CCCCn1c(N)c(N(CC(C)C)C(=O)c2c(-c3ccccc3)noc2C)c(=O)[nH]c1=O,-26%,-3%,-7%,-18%,-17%,-6%,.,.,23%[59 µM]
